Assay outcomes: PubChem BioAssay, Broad Institute
Statin myotox sup: suppressors of simvastatin-induced myotoxicity in C2C12 myotubes. ATP luminescence, 48 h; scaled: DMSO 0, geranylgeraniol control 100. 330,000 compounds, 0.78% hits. rescue of ATP level, % at 7.49 µM;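 active means mean ATP rescue above about 67%, or every replicate alone reaching that limit, limit read from the data, passing the limit was not always enough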;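 further: myotubes were challenged with 10 µM simvastatin during compound exposure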
Cneo AK release: causes C. neoformans cell lysis; adenylate kinase release luminescence, 4 h; normalised: neutral wells 0, clomiphene wells 100; lysis activity, % at 15 µM; AID 651654; 360,000 compounds, 0.2% hits;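 active means mean lysis activity across replicates of at least 80%, whatever share of replicates individually reach that level; inactive means mean lysis activity below 80%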
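Assay system: C. neoformans cells. Amount: yeast cell density of 5 × 10^6 cells/mL. Technique: AK luminescence. Buffer or medium: YPD. Times: static 4 h at 37 °C with compound, 1 h detection. Dosing: single-point compound dose. Read-out: lysis from increased AK signal.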
PGC1a acetyl inh: modulators of PGC1a acetylation | U2OS PGC1a acetylation, AlphaScreen anti-acetyl-lysine; with virally co-expressed GCN5 acetyltransferase | inhibition, % at 15.6 µM | 350,000 compounds, 0.17% hits | AID 651687;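 active means every replicate shows inhibition of at least 40%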;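 further: 0% = neutral control wells and 100% = positive control wells; some results beyond the cut were filed as inactive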
* hit, by the source's call. Only part of the results is shown (hit frequency here may not be typical).

Fields – Statin myotox sup, Cneo AK release, PGC1a acetyl inh
#1 Cc1ccc2c(c1)C(O)(CC(=O)c1ccc3c(c1)OCO3)C(=O)N2 (centres undefined)
    5, 1, 6
#2 CSC1=C(C#N)C(c2ccc(C)cc2)C2=C(CCCC2=O)N1 (centres undefined)
    34, 6, -3
#3 Cc1ccc(N=Nc2ccc(O)c(/C=N\NC(=O)c3ccc(N)cc3)c2)cc1C
    -2, -1, 8
#4 Cn1c(SCc2ccccc2Cl)nnc1-c1cnccn1
    3, 8, -22
#5 CC(/C=N/Nc1nnc2c(n1)[nH]c1ccccc12)=C\c1ccco1
    2, -1, 1
#6 Cc1ccc(S(=O)(=O)N2CCOCC2)cc1C(=O)Nc1c(C)n(C)n(-c2ccccc2)c1=O
    35, 2, -12
#7 O=C(OCC1OC2C(Oc3nc(=O)ccn32)C1O)c1ccccc1 (centres undefined)
    9, 2, -7
#8 O=c1[nH]c2cc3c(cc2cc1C(c1nnnn1CC1CCCO1)N1CCCC1)OCO3 (centres undefined)
    4, 3, -2
#9 CCOc1ccc(-c2nc(-c3cccnc3)no2)cc1
    3, -5, 7
#10 O=C(CSc1nnnn1-c1ccc2c(c1)OCO2)NCc1cccs1
    0, 0, -11
#11 CC1CCN(C(=O)CSc2nnc(CNC(=O)COc3ccc(Cl)cc3)o2)CC1
    96*, 2, -12
#12 O=C(Nc1ccc(F)cc1F)NC1CC(=O)N(Cc2ccccc2)C1 (centres undefined)
    86*, 1, 12
#13 O=C(CSc1nc2c(sc3ccccc32)c(=O)n1CCCN1CCOCC1)NC1CCCC1
    -6, 1, -1
#14 Cc1ccc2c(c1)N(CCCC(=O)NCCC1=CCCCC1)C(=O)CO2
    -16, -2, -16
#15 CC1CC(CC(C)C(=O)Nc2nncs2)C(=O)O1 (centres undefined)
    11, 10, 12
#16 C/C(=N\N=C(/N)SC1CC(=O)N(c2ccccc2)C1=O)c1cccs1 (centres undefined)
    -4, -1, 2
#17 C=CCN1C(=Nc2ccccc2)SC/C1=C\C(=O)OC
    -4, 1, 5
#18 O=C1Nc2ccccc2C12OC1CCCCC1O2 (centres undefined)
    -34, -3, 0
#19 CC(=O)NC(CCS(C)(=O)=O)C(=O)Nc1nccs1 (centres undefined)
    -4, -2, 4
#20 c1ccc(-c2nnc3n2NC(c2ccc4c(c2)OCO4)S3)cc1 (centres undefined)
    21, 1, 23
#21 COc1ccc(C(=O)Nc2ccc(S(=O)(=O)N3CCOCC3)cc2)cc1OC
    1, 1, -1
#22 CC(=O)c1cccc(CN2CCC(n3nccc3NC(=O)CCc3ccccc3)CC2)c1
    3, 0, 6
#23 O=c1nc(NCc2ccco2)sc2ncccc12
    12, 1, -10
#24 Cc1ccc(C)c(NC(=S)c2ccccn2)c1
    -28, 12, 6
#25 O=C(Nc1cccc(F)c1)/C(=C\c1cccnc1)NC(=O)c1cccs1
    -3, -9, -5
#26 COc1cc(Cl)c(S(=O)(=O)N2CCOCC2)cc1Cl
    -3, 1, -7
#27 COCc1cc(C)nc2sc(C(=O)N3CCCCC3)c(N)c12
    -22, 4, 5
#28 Cn1c(-c2ccco2)nc2cc3ccccc3cc21
    5, -23, 1
#29 CCS(=O)(=O)N1CCCC(C(=O)NCC2CCCO2)C1 (centres undefined)
    6, 2, 1
#30 CCOC(=O)c1ccc(NC(=O)Cn2nnc(-c3ccc(C)cc3)n2)cc1
    3, -3, 7
#31 CC(=O)Nc1ccc(S(=O)(=O)Nc2nnc(C(C)(C)C)s2)cc1
    2, -2, 3
#32 COc1ccc2nc(SCC(=O)Nc3ccc(S(=O)(=O)N4CCCC4)cc3)c(C#N)cc2c1
    4, -3, -24
#33 COc1ccc(OC)c(S(=O)(=O)N2CCCCCC2)c1
    5, -5, 0
#34 Cc1cc(C)cc(N2CC(C(=O)O)CC2=O)c1 (centres undefined)
    14, 2, -1
#35 O=C(O)CCC(NS(=O)(=O)c1ccc(-c2ccccc2)cc1)C(=O)O (centres undefined)
    0, -1, 7
#36 CN(C(=O)c1ccc(C#N)cc1)c1nnc(-c2ccccn2)s1
    1, 1, 1
#37 O=C(Nc1cccnc1)c1ccc(CN2CCc3ccccc3C2)cc1
    -1, 4, 20
#38 Cc1ccc(N(Cc2cc(=O)[nH]c3ccccc23)C(=O)c2ccco2)cc1
    4, 2, 33
#39 COc1ccc2c(c1)CCc1cc(C(=O)N3CCN(c4ccc(N5CCOCC5)nn4)CC3)sc1-2
    -27, -3, -9
#40 Cc1ccc(-n2c(=O)[nH]cc(C(=O)Nc3ccc4c(c3)OCCO4)c2=O)cc1C
    14, 2, 12
#41 COC(=O)COc1ccc(S(=O)(=O)NCCC2=CCCCC2)cc1Cl
    -7, 1, 6
#42 N#Cc1cnn2c1nc(N1CCOCC1)c1ccccc12
    2, 6, -8
#43 CCCn1c(O)c(/C=C2\C=NN=C2c2ccccc2)sc1=S
    2, 8, -5
#44 CCC(C)(C)n1nnnc1C(c1cc2ccc(OC)cc2[nH]c1=O)N1CCCCC1 (centres undefined)
    -10, -1, -7
#45 O=c1cc(N2CCc3ccccc32)[nH]c(=O)n1-c1ccccc1
    -16, 2, 16
#46 O=C(O)c1cc(N2C(=O)C3CC=CCC3C2=O)ccc1NCc1cccnc1 (centres undefined)
    5, -1, 13
#47 CN(C1CCCCC1)S(=O)(=O)c1ccc(S(=O)(=O)N2CCN(C(=O)c3ccccc3F)CC2)cc1
    -12, 2, 0
#48 CCC(Sc1ncccc1C(=O)O)C(=O)N1CCOCC1 (centres undefined)
    -4, -2, -5
#49 CCn1c(-c2ccc3ncccc3c2)n[nH]c1=S
    3, 0, -1
#50 CC(C)Cn1c(-c2nn(C)cc2Cl)n[nH]c1=S
    13, 3, -23
#51 Cc1ccc(CSC2=Nc3sccc3C3=NC(=O)CN23)cc1
    17, -8, 0
#52 COc1cccc(CN2CCN(c3ncccn3)CC2)c1
    8, 0, 4
#53 Cc1ccc(C2=N/C(=C/N3CCOCC3)C(=O)O2)cc1
    5, -2, -4
#54 CCN1C(=O)c2ccc(C(=O)O)cc2C1=O
    3, 0, -15
#55 CC#CCN(CC#CC)S(=O)(=O)c1ccc(-n2cnnn2)c(OC)c1
    -13, -1, -19
#56 CCOC(=O)C1CCN(C(=O)CSc2ccc(Cl)cc2)CC1
    -1, -1, -3
#57 COc1ccc(S(=O)(=O)NCc2ccc(C(=O)N3CCN(c4ccccn4)CC3)cc2)cc1
    -25, -1, -1
#58 COc1ccc(CCNC(=O)c2nnn(-c3ccc4c(c3)OCCO4)c2N)cc1OC
    -1, -3, 4
#59 CCOC(=O)Nc1nnc(-c2cccc(OC)c2)s1
    -3, 0, -5
#60 O=C(O)Cc1cccc(=O)c(O)c1C(=O)O
    8, 0, 4

Part of the list above, set out differently.
entry | canonical_smiles | Statin myotox sup | Cneo AK release | PGC1a acetyl inh
43 | CCCn1c(O)c(/C=C2\C=NN=C2c2ccccc2)sc1=S | 2 | 8 | -5
44 | CCC(C)(C)n1nnnc1C(c1cc2ccc(OC)cc2[nH]c1=O)N1CCCCC1 (centres undefined) | -10 | -1 | -7
45 | O=c1cc(N2CCc3ccccc32)[nH]c(=O)n1-c1ccccc1 | -16 | 2 | 16
46 | O=C(O)c1cc(N2C(=O)C3CC=CCC3C2=O)ccc1NCc1cccnc1 (centres undefined) | 5 | -1 | 13
47 | CN(C1CCCCC1)S(=O)(=O)c1ccc(S(=O)(=O)N2CCN(C(=O)c3ccccc3F)CC2)cc1 | -12 | 2 | 0
48 | CCC(Sc1ncccc1C(=O)O)C(=O)N1CCOCC1 (centres undefined) | -4 | -2 | -5
49 | CCn1c(-c2ccc3ncccc3c2)n[nH]c1=S | 3 | 0 | -1

Later entries:
Fields – Statin myotox sup, Cneo AK release, PGC1a acetyl inh
#61 O=c1c2ccccc2nc(-c2ccccc2)n1CCN1CCOCC1
    0, -3, 6
#62 O=C(CN1C(=O)NC2(CCCCCCC2)C1=O)NC(=O)NCc1ccco1
    -17, 2, -8
#63 COC(=O)CC/C(O)=C1\C(=O)CC(C)(C)CC1=Nc1ccccc1OC
    -9, -1, -1
#64 C1=CC2CC1CC2CNCc1ccco1 (centres undefined)
    -32, 0, 3
#65 O=C(NC1CCCCC1)N(Cc1nc2ccccc2c(=O)[nH]1)C1CCCCC1
    13, -2, -8
#66 O=C1COc2ccc(NC(=O)N3CCN(c4ccc(F)cc4)CC3)cc2N1
    2, 0, 1
#67 CCc1c(C)sc(NC(=O)C2CCCO2)c1C#N (centres undefined)
    13, 2, 6
#68 CC(C)(C)C(=O)Cn1c[n+](N)cn1
    0, 9, 9
#69 O=C(CSc1nc(-c2ccc(F)cc2)cs1)N1CCN(C(=O)c2ccco2)CC1
    2, -4, 3
#70 Cc1ccc2c(c1)c1c3n2CCN(C(=O)CN2CCN(C)CC2)C3CCC1 (centres undefined)
    -6, -7, -17
#71 Nn1cnn(Cc2ccccc2)c1=S
    -3, -2, 8
#72 Cc1nc2oc3ccccc3c(=O)c2c(=O)n1Cc1ccccc1
    8, 6, 10
#73 CCOc1ccccc1N1CCN(C(=O)Nc2ccc(F)c(Cl)c2)CC1
    -4, -6, -9
#74 O=C(Nc1ccc2c(c1)OCCO2)c1ccc(Cl)c(S(=O)(=O)N2CCOCC2)c1
    -7, -3, 5
#75 COC(=O)Nc1ccc(S(=O)(=O)NCCO)cc1
    5, 0, -7
#76 O=c1nc(N2CCOCC2)ccn1Cc1ccc(Br)cc1
    4, -3, 26
#77 COc1ccc(C(=O)Nc2cccc(C(C)=O)c2)cc1OC
    9, 0, 8
#78 CCN(C1CCCCC1)S(=O)(=O)c1ccc(S(=O)(=O)NCCc2ccncc2)cc1
    -5, 6, 1
#79 CCCCN1C(=S)SC(C)(C)C1/[N+]([O-])=C/c1cccnc1 (centres undefined)
    98*, 1, 12
#80 CCOC(=O)c1cnc2c(C)cccc2c1NCCc1ccc(OC)c(OC)c1
    -4, -2, -8
#81 Cc1ccc(CC(=O)NC(C)CCc2ccccc2)cc1 (centres undefined)
    30, -1, 1
#82 O=C(CCc1ccc(S(=O)(=O)NC2CCCCC2)cc1)N(Cc1ccccc1)Cc1ccccc1
    11, -2, -18
#83 Cc1cc(N(C)C)c(C#N)c(=O)[nH]1
    6, 2, 1
#84 Cc1cccc(C#N)c1NC1=CC(=O)CC(C)(C)C1
    -9, 0, -7
#85 COc1ccc2nc(C)c3cc(C)oc3c2c1
    10, -4, -27
#86 CCN(CC)S(=O)(=O)c1ccc2c(c1)C(=NO)c1cc(S(=O)(=O)N(CC)CC)ccc1-2
    -135, -2, -20
#87 O=C(c1ccncc1)N(Cc1cc2ccccc2[nH]c1=O)C1CCCCC1
    0, 2, 8
#88 Cc1cccc(NC(=O)c2ccc(S(=O)(=O)N(C)C)cc2)n1
    -7, -1, 0
#89 CCn1c(SCC(=O)Nc2ccc3c(c2)c2ccccc2n3CC)nnc1-c1cnccn1
    -9, 1, 14
#90 O=C(Nc1ccc(Cl)cc1)c1ccsn1
    22, -5, -47

An excerpt of these results, with tabs.
item	molecule	Statin myotox sup	Cneo AK release	PGC1a acetyl inh
84	Cc1cccc(C#N)c1NC1=CC(=O)CC(C)(C)C1	-9	0	-7
77	COc1ccc(C(=O)Nc2cccc(C(C)=O)c2)cc1OC	9	0	8
49	CCn1c(-c2ccc3ncccc3c2)n[nH]c1=S	3	0	-1

Next part.
Fields – Statin myotox sup, Cneo AK release, PGC1a acetyl inh
#91 CCOC(=O)c1[nH]c2cc(OC)c(OC)cc2c1NC(=O)C(C)N1CCN(Cc2ccccc2)CC1 (centres undefined)
    -28, -5, -29
#92 CCOC(=O)c1cc(OCC(=O)NC(C)C(C)C)cc(C(=O)OCC)c1 (centres undefined)
    6, -16, -11
#93 CCOc1ccccc1NC(=O)N1CCC(c2nc3ccc(C)cc3[nH]2)CC1
    7, -1, 3
#94 COc1cccc2c1OC1(C)CC2N(C(=O)c2ccco2)C(=S)N1c1ccc(F)cc1 (centres undefined)
    -11, -1, -6
#95 CCn1c(SCC(=O)Nc2ccccc2)nc2c1c(=O)n(C)c(=O)n2C
    -4, 1, -3
#96 Cn1nc(-c2ccc(C(=O)N3CCN(CCO)CC3)cc2)c2ccccc2c1=O
    -16, 1, 3
#97 Cc1ccc(C(=O)CSc2ncnc3sc4c(c23)CCC(C)C4)cc1 (centres undefined)
    -21, 24, 9
#98 Cc1ccc(S(=O)(=O)N(CC(=O)NCCC2=CCCCC2)Cc2ccccc2)cc1
    -6, 2, -18
#99 C/C(=C/C(=O)NCc1ccccc1)C(=O)O
    -2, 1, 2
#100 C=CCNC(=S)/N=c1\sccn1C
    3, 7, -2
#101 C=C(C)Cn1c(CCNC(=O)CC)nc2ccccc21
    2, 3, 15
#102 O=S(=O)(c1cccc(-c2cn3cccnc3n2)c1)N1CCOCC1
    -6, 1, 5
#103 Cc1ccc2[nH]c(=O)c(CN(C)C(=O)c3ccccn3)cc2c1
    8, 3, -9
#104 Cc1cccc(NC(=O)CSc2nnc(C)n2Cc2ccccc2)c1
    0, 0, 7
#105 COc1ccc(-c2nnc(N3CCCCC3)c3ccccc23)cc1
    -6, -2, -6
